MEX-5 binding: MEX-5 zinc finger RNA-binding disruptors – biochemical, C. elegans, fluorescence polarization, MLPCN library, primary screen; activity score (negative = inhibition of binding), % at 10 µM; MEX-5/FITC-TCR2 RNA binding; hits give low values; AID 1832, 2009; 300,000 compounds, 0.38% hits;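 active = inhibition past about -25% in most replicates, and total fluorescence under double the plate's negative control median, limit read from the data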;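 also: 0% = DMSO and -100% = 5 µM competing unlabeled TCR2 RNA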
CIT2 TOR yeast: modulators of CIT2-GFP expression in yeast, primary screen, S. cerevisiae, GFP fusion, multiplex flow cytometry, MLPCN library; S. cerevisiae CIT2-GFP strain, 3 h; 100 means same as DMSO wells; GFP response vs DMSO, % at 10 µM; 320,000 compounds, 0.065% hits; AID 2029, 2009;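 active = GFP response relative to DMSO above a set limit, near the screen mean plus 3 SD, cut at about 150% in these data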;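 also: ratio of well median GFP fluorescence to mean of DMSO wells on the plate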
Yeast superoxide: reduction of superoxide in aged yeast, primary screen, HTS | S. cerevisiae aged cells, superoxide DHE fluorescence; hits give low values | superoxide response (% of plate mean), % at 10 µM | 330,000 compounds, 0.18% hits | AID 2690, 2010;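 active = superoxide response under a set limit, about three screen SD below normal, cut at about 65% in these data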;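 also: yeast aged for seven days with compound at 30 °C before DHE staining; 100% = average MFI of all compound-treated wells on the plate with controls excluded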
GRK2 inh: compounds blocking aptamer binding on GRK2 – biochemical, human GRK2, bead flow cytometry, HTS, primary screen | FAM-aptamer displacement from GRK2 | 330,000 compounds, 0.59% hits | AID 488847, 2010 | Beta-adrenergic receptor kinase 1 (Homo sapiens), P25098 | inhibition of aptamer binding, % at 10 µM;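 active = inhibition of aptamer binding above 40%, roughly 3 SD of noise, on plates passing a quality check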;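 also: median bead fluorescence of bound FAM aptamer so fluorescent compounds give negative values; no value below 0 was filed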
Bcl-xL primary: inhibitors of human Bcl-xL, primary screen, biochemical, fluorescence polarization, HTS; inhibition, % at 10.9 µM; GST-Bcl-xL / FITC-Bim BH3 peptide fluorescence polarization; 320,000 compounds, 0.7% hits; Bcl-2-like protein 1 (Homo sapiens), Q07817;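 active = inhibition above the mean of all tested compounds plus 3 SD, cutoff set per campaign, cut at about 30% in these data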;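 also: 0% = DMSO wells and 100% = unlabeled Bim-BH3 peptide competitor; inhibitors lower millipolarization by displacing the labeled peptide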
Target sequence (Q07817 whole entry, looked up): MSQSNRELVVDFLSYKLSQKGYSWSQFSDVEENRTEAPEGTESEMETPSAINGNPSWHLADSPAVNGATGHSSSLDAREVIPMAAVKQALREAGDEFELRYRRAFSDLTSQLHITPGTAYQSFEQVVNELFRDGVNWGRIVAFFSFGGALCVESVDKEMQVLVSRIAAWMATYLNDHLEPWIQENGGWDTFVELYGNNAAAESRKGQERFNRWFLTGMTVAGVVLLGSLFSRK
MCL1-BIM inh: inhibitors of MCL1 binding to BIM-BH3, primary screen, biochemical, fluorescence polarization. GST-MCL1 / FITC-Bim-BH3 fluorescence polarization. inhibition, % at 10.9 µM. 320,000 compounds, 0.68% hits;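 active = inhibition above the mean inhibition of all tested compounds plus 3 SD, set per campaign, cut at about 40% in these data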;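 also: 0% = DMSO wells and 100% = unlabeled Bim-BH3 peptide control; higher means more loss of mP so more displacement of Bim peptide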
VLA-4 inh: inhibition in human VLA-4 binding assay, primary screen, VLA-4 allosteric modulator project, MLPCN library, flow cytometry, VLA-4 expressing cells; inhibition, % (about 7 µM as worked out from the volumes in the protocol); Integrin alpha-4 (Homo sapiens), P13612; AID 2557, 2010; ligand binding flow cytometry; 330,000 compounds, 0.2% hits; in the data active = inhibition above about 50%
AGP1-GFP MLPCN: modulators of AGP1-GFP expression in yeast TOR pathway, primary screen, cell-based, multiplex flow cytometry, S. cerevisiae, MLPCN library; GFP response vs DMSO, % at 10 µM; 320,000 compounds, 0.02% hits; 3 h; GFP as percent of DMSO wells; AID 2066, 2009;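 active = GFP response relative to DMSO above a set limit, near screen average plus 3 SD, cut at about 150% in these data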;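 also: median GFP channel fluorescence of the gated AGP1 strain per well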
GLD-1 TGE inh: GLD-1/TGE RNA complex disruptors, primary screen, biochemical, fluorescence polarization; inhibition, % at 5.96 µM; purified GLD-1 + fluorescein TGE RNA; AID 2280, 2010; Female germline-specific tumor suppressor gld-1 (Caenorhabditis elegans), Q17339; 320,000 compounds, 0.44% hits;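 active = percent inhibition above a per-plate cutoff, the plate mean of test compounds plus 3 SD, cut at about 30% in these data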;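 also: 0% = DMSO wells with GLD-1 and probe and 100% = wells lacking GLD-1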
Target sequence (Q17339 whole entry, looked up): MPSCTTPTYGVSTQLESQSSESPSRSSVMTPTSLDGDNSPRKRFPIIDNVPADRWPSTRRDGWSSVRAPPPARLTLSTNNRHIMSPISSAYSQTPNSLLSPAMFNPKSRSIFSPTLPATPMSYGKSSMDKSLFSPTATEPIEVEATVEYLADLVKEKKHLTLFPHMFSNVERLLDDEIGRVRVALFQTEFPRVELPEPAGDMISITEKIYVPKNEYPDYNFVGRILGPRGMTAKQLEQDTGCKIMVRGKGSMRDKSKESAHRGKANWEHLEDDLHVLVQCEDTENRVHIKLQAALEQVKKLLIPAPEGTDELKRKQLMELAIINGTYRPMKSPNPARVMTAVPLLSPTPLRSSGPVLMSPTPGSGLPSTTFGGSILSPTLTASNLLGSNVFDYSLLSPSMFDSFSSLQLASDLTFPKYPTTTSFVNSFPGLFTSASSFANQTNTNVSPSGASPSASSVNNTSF
* = called active by the depositor; x = no result given.

SMILES	MEX-5 binding	CIT2 TOR yeast	Yeast superoxide	GRK2 inh	Bcl-xL primary	MCL1-BIM inh	VLA-4 inh	AGP1-GFP MLPCN	GLD-1 TGE inh
O=c1[nH]c(=O)n(Cc2ccco2)c2c1C(C(F)(F)F)(C(F)(F)F)N=C(CCC1CCCCC1)N2	3.1	98	80	1	2	-5	-2	102	0
CCN(c1ccc(NC(=O)CCNC(=O)c2ccco2)cc1)C(C)C	-2.3	97	87	0	2	22	7	97	4
Cc1cc(C(=O)COC(=O)c2ccccc2NCCO)c(C)n1CC1CCCO1 (centres undefined)	4.0	101	86	0	10	14	1	110	1
Cc1ccccc1Nc1nc(N)nc(COC(=O)CCNS(=O)(=O)c2ccccc2)n1	-0.8	109	92	2	-1	-9	-8	108	-3
Cc1nc2sc(C(c3cccs3)N3CCC(C(N)=O)CC3)c(O)n2n1 (centres undefined)	-1.3	100	97	2	0	4	-32	100	3
CCc1cc2c(=O)c(-c3nc4ccccc4[nH]3)coc2c(CN2CCCCC2C)c1O (centres undefined)	0.4	110	95	0	6	7	23	110	4
COc1ccc(-n2c(SCC(=O)N3CCCC3)nc3ccccc3c2=O)cc1	-1.3	107	91	1	2	-2	9	104	2
CCN(C(=O)CSc1nc2n[nH]c(C)c2c(=N)n1-c1ccc(Cl)c(C)c1)c1cccc(C)c1	-1.4	102	105	1	6	-5	15	105	-1
COc1ccccc1CNS(=O)(=O)c1ccc(C)cc1	-2.1	99	103	0	2	-1	-3	96	5
CCN1C(=O)CC(Sc2ccccc2N)C1=O (centres undefined)	3.0	95	99	3	7	11	3	97	6
Cc1ccc(Cn2c(=N)c(S(=O)(=O)c3ccc(C)cc3)cc3c(=O)n4ccccc4nc32)cc1	6.5	111	96	2	5	1	7	103	0
CCc1c(C)sc(NC(=O)OC)c1C(N)=O	-3.2	113	105	0	-2	3	-9	114	4
COc1ccc2c(c1)C(=O)CC(c1ccc(OC)c(OC)c1)O2 (centres undefined)	-0.1	101	100	1	-1	-5	0	91	2
O=C(CC1C(=O)NCCN1CCCc1ccccc1)NCCc1ccccc1F (centres undefined)	4.6	104	108	0	20	16	1	93	2
CC(C)(C)Cc1nnc(NS(C)(=O)=O)s1	-0.3	x	86	1	4	4	5	107	7
COc1ccc(C(=O)NC(=S)NCc2ccc(-c3nc4ccccc4o3)cc2)cc1OC	-1.8	104	106	2	9	7	-12	103	4
Cc1cc(CNC(=O)C(C)n2cc([N+](=O)[O-])cn2)c2ccccc2n1 (centres undefined)	1.1	105	99	3	7	-2	8	109	3
CC(CN1CCCC1)OC(=O)c1ccccc1Cl (centres undefined)	0.0	103	92	1	-3	3	9	106	-10
CN1CCN(c2ccc(S(=O)(=O)N3CCCCC3)cc2NC(=O)c2ccc(C#N)cc2)CC1	-0.2	98	91	0	10	11	-4	94	1
OC(COc1cccc2ccccc12)CN1CCN(c2ccccc2Cl)CC1 (centres undefined)	0.4	93	101	2	1	-4	10	99	6
CC(C)CC(=O)Nc1c2c(nn1-c1ccc([N+](=O)[O-])cc1)CS(=O)(=O)C2	-0.8	117	103	1	5	-2	29	100	5
O=C(CN1C(=O)c2ccccc2C1=O)Nc1nccs1	-0.9	85	106	2	2	6	8	99	4
CCOc1ccc(CCNC(=O)CCCn2c(=O)c3cccn3c3cccnc32)cc1OCC	1.3	95	88	0	7	6	18	92	0
CCOC(=O)c1ccc(NC(=S)N2CCCC2)cc1	1.8	96	95	0	5	3	8	101	6
Cc1ccc(CCN2CC(C(=O)NCc3cccnc3)CC2=O)cc1 (centres undefined)	-0.6	94	99	2	2	-2	-1	94	2
The results go on.
SMILES	MEX-5 binding	CIT2 TOR yeast	Yeast superoxide	GRK2 inh	Bcl-xL primary	MCL1-BIM inh	VLA-4 inh	AGP1-GFP MLPCN	GLD-1 TGE inh
COc1ccc(N2CCN(C(=O)CN=C3NS(=O)(=O)C(c4ccc(C)cc4)=C3C)CC2)cc1	x	95	111	4	6	-2	-8	97	2
CC1CN(C(=O)COC(=O)c2ccc(Cl)c(N)c2)CC(C)O1 (centres undefined)	-2.7	101	91	2	5	5	-5	98	-7
CC(C(=O)N1c2ccc(F)cc2CCC1C)N1C(=O)c2ccccc2C1=O (centres undefined)	-1.6	95	108	0	3	2	0	99	6
CCCCn1nc(NC(=O)COC)c2cc3ccc(C)cc3nc21	0.5	107	99	0	-5	-19	1	106	0
COc1ccc(C(=O)Nc2ccc(S(=O)(=O)Nc3onc(C)c3C)cc2)cc1	-2.7	97	97	1	7	6	8	110	7
COc1ccc(NC(=O)Cc2c(Cl)cccc2Cl)cn1	-0.8	92	92	2	6	-1	-1	118	-3
COc1ccc2oc(C(=O)OCC(=O)Nc3ccc(NC(C)=O)cc3)c(C)c2c1	2.6	98	88	0	-11	-16	-6	115	1
Cc1ccc(C)n1Cc1ccccc1Cl	0.8	99	106	0	-3	-4	24	101	6
COc1ccc(-c2cc3c(=O)n(CC(=O)NCc4cccnc4)ncn3n2)cc1	0.1	96	94	5	-2	0	0	99	7
CC(=O)Nc1ccccc1C(=O)N1CC2(C)CC1CC(C)(C)C2 (centres undefined)	-2.9	110	101	2	1	0	9	102	0
Cc1cc(C)c(S(=O)(=O)c2ccccc2)c(OC(=O)c2c(Cl)cccc2Cl)n1	0.3	95	100	0	6	4	-4	91	6
C/C(N)=C(/C#N)C(=O)CSc1nnc(COc2cc(C)ccc2C)o1	-0.2	96	107	0	1	4	0	96	-7
CCOC(=O)Cn1c(=O)oc2cc(S(=O)(=O)NCCc3ccc(OCC)c(OCC)c3)ccc21	2.1	107	94	0	-4	-5	11	98	3
NC(=O)c1ccccc1NC(=O)Cc1cccs1	1.4	104	115	10	3	9	5	104	-10
Cc1cc(C)cc(NC(=O)C2(c3cccs3)CCOCC2)c1	0.1	100	106	0	0	0	18	101	7
COc1ccc(-c2nn(C)c(=O)c3ccccc23)cc1NC(=O)COc1ccc(C)cc1	0.6	103	97	0	3	1	-8	103	-4
Cc1nc([N+](=O)[O-])nn1C12CC3CC(CC(Br)(C3)C1)C2	-0.4	104	92	1	11	9	18	100	0
c1ccc(Sc2ccccc2CN2CCCC2)cc1	x	96	103	0	10	10	0	103	4
CC(C)OC(=O)CSc1nnnn1-c1ccc2c(c1)OCCO2	0.6	89	112	4	-3	6	21	102	-4
S=C(NCCCN1CCOCC1)N1CCN(c2nc(-c3ccccc3)cs2)CC1	0.6	113	102	0	6	5	-2	106	0
CCC(=O)Nc1nonc1-c1nc2ccccc2n1Cc1cccc2ccccc12	0.5	109	99	0	2	-4	4	100	-4
Cc1cc(C)n(-c2nc3ccccc3nc2Nc2ccc3c(c2)OCO3)n1	-3.2	99	100	3	8	8	-43	108	8
CC1CC(C)CN(C(=O)COC(=O)c2ccc3ccccc3n2)C1 (centres undefined)	x	95	122	3	0	-2	10	92	9
CSc1ncccc1C(=O)Nc1ccncc1	0.9	109	111	2	2	-6	-13	95	11
CN1CCN(c2ccc(CNC(=O)c3cc4ccccc4o3)cc2)CC1	-0.3	80	101	0	11	7	-7	96	4
COc1ccc(CCNC(=O)C2(C)CCC(=O)N2Cc2ccc(C)cc2)cc1OC (centres undefined)	-0.2	100	99	2	4	0	-3	106	-4

Compound activity from PubChem BioAssay.

This is a random part of the collection; 2.1% or so of the library scored in one or more.
